Compound activity from PubChem BioAssay.
FN deposit inh: fibronectin deposition inhibition; inhibition, % at 12.6 µM; 350,000 tested, 0.086% active; AH1F fibroblasts, Alexa488-fibronectin deposition fluorescence, overnight; AID 743247;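 active = mean inhibition across replicates of 30% or more, regardless of how many single replicates reach that level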;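 note: positive control wells lacked labelled fibronectin entirely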
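Assay system: AH1F fibroblast monolayer, labelled fibronectin deposition. Amount: 10000 cells per well. Also added: labelled fibronectin 24 nM. Compound: single-point pinned compound. Incubation: cell attachment 1 h, compound and FN exposure overnight. Detection: fluorescence after three HBSS washes, excitation 485 nm, emission 525 nm. Read-out: inhibition of fibronectin deposition signal.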
Cneo AK release: Cryptococcus neoformans lysis via adenylate kinase release | C. neoformans lysis, adenylate kinase release luminescence, 4 h; normalised: neutral wells 0, clomiphene wells 100 | lysis activity, % at 15 µM | 360,000 tested, 0.2% active | AID 651654;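 active = mean lysis activity across replicates of at least 80%, whatever share of replicates individually reach that level; inactive = mean lysis activity below 80%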
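Test system: log-phase Cryptococcus neoformans yeast cells. Input: 5 × 10^6 yeast cells/mL. Medium: fresh YPD growth medium. Doses: single dose. Incubation: static 4 h at 37 °C with compound, 1 h detection. Measured by: luminescent adenylate kinase detection reagent. Read-out: signal increase indicating cell lysis. Benchmarks: Clomiphene.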
F508del corr: correctors of CFTR F508del function in bronchial epithelial cells | CFBE cells, YFP halide quenching; stimulated with forskolin plus potentiator P3; % fluorescence drop versus neutral controls | activity (quench increase), % at 7.58 µM | 350,000 tested, 0.36% active | AID 720511;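 active = mean added fluorescence quench of at least 8% versus neutral control, with both replicates also reaching 8%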;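 note: cells transiently co-express mutant CFTR-F508del with the halide-sensitive YFP; corrector assay measuring rescue of mutant channel to the surface after 24 h compound exposure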
GSIS activator: primary screen for activators of insulin secretion dependent on glucose, INS-1E cells, GLuc reporter luminescence | INS-1E GLuc reporter insulin secretion, 2-3 h | activation, % at 16.6 µM | 370,000 tested, 0.61% active;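 active = lowest replicate activation of at least 40%, so every replicate reaches that level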;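 note: 0% = median of neutral control wells and 100% = median of IBMX positive control wells; some compounds called inactive have numbers as strong as hits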
PGC1a acetyl inh: modulators of PGC1a acetylation. U2OS PGC1a acetylation, AlphaScreen anti-acetyl-lysine; with virally co-expressed GCN5 acetyltransferase. inhibition, % at 15.6 µM. 350,000 tested, 0.17% active. AID 651687;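 active = every replicate shows inhibition of at least 40%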;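 note: 0% = neutral control wells and 100% = positive control wells; some results beyond the cut were filed as inactive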
C2C12 statin: protects C2C12 myotubes from simvastatin toxicity | ATP luminescence, 48 h; scaled: DMSO 0, geranylgeraniol control 100 | rescue of ATP level, % at 7.49 µM | 330,000 tested, 0.78% active;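 active = mean ATP rescue above about 67%, or every replicate alone reaching that limit, limit read from the data, passing the limit was not always enough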;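 note: myotubes were challenged with 10 µM simvastatin during compound exposure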
PglD inh: PglD (C. jejuni) enzyme inhibition; inhibition, % at 12.5 µM; purified PglD enzyme, DTNB colorimetric CoA detection; AID 602405; 360,000 tested, 0.098% active; in the data active = inhibition above about 16%, passing the limit was not always enough; note: strong numbers were not always called active
miR-122 sensor: inhibitors of miR-122 in Huh7 cells; activation (reporter increase), % at 12.5 µM; Huh7 miR-122 Renilla luciferase sensor, 48 h; neutral wells = 0, positive control = 100; 340,000 tested, 0.3% active;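 active = mean replicate activation score at least 90 and every replicate individually at or above 90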;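 note: higher luciferase means less miR-122 activity so hits act as miR-122 inhibitors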
The depositor's hits bear a star; / = no result given; & = joins results of further samples; [ ] = dose if it differs, or a comment.

Compound	PGC1a acetyl inh	FN deposit inh	Cneo AK release	PglD inh	miR-122 sensor	GSIS activator	C2C12 statin	F508del corr
CNC[C@H]1Oc2cc(-c3ccc(OC)cc3)ccc2S(=O)(=O)N([C@H](C)CO)C[C@@H]1C	3.4	-11.2	-0.3	0.0	0.0[16.7 µM]	13.8	-2.5	-1.6
COc1ccc(OCCSc2nnc3sc4ccccc4n23)cc1	15.2	/	-1.1	1.5	-0.3	-53.9	-25.0	-1.1
OC(COc1ccc2ccccc2c1)CN1CCCC1 (stereo not given)	15.2	/	1.4	8.5	-0.2	-8.4	-3.9	-1.4
O=C(O)CCCN1C(=O)c2ccc(Oc3cccc([N+](=O)[O-])c3)cc2C1=O	8.7	-6.0	-1.1	1.3	-1.2	19.1	3.4	1.4
COc1ccc(C)cc1NC(=O)c1ccc([N+](=O)[O-])cc1[N+](=O)[O-]	/	10.8	2.2	2.2	0.7	0.8	2.3	-1.5
Cc1ccc(S(=O)(=O)NCC[C@H]2CC[C@H](NC(=O)CC3CC3)[C@H](CO)O2)cc1	6.4	4.0	6.4	-1.3	/	-6.8	5.0	0.1
O=C(c1ccc(Cn2c(=O)[nH]c3ccccc3c2=O)cc1)N1CCN(c2ccccc2)CC1	0.9	0.4	-8.4	4.2	10.2	-13.9	14.7	/
C[C@@H]1CN([C@@H](C)CO)C(=O)c2cccc(NC(=O)NC3CCCCC3)c2O[C@@H]1CN(C)S(=O)(=O)c1ccc(F)cc1	8.3	4.5	-4.9	3.1	-13.0[16.7 µM]	-14.7	-21.0	-1.2
COc1cc(NC(=O)COC(=O)CCc2cc(OC)c(OC)c(OC)c2)cc(OC)c1	-4.0	-1.7	/	/	/	29.5	/	0.7
CCCCc1nc(NCC2CCCO2)c(C#N)c2c1COC(C)(C)C2 (stereo not given)	-9.0	-4.4	4.0	1.5	1.3	/	-5.7	/
Cc1ccc(C2C3=C(CCCC3=O)N=C3c4ccccc4C(=O)C32)cc1 (stereo not given)	/	-9.3	2.3	-3.4	-0.1	-70.3	/	/
CCN1CCN(C(=O)CN(c2ccc(F)cc2)S(=O)(=O)c2ccc(OC)c(OC)c2)CC1	15.1	4.4	-1.2	-1.2	-3.2	-3.9	2.1	-0.2
CC(=O)c1ccc(N2CCN(C(=O)CN3C(=O)NC4(CCCCC4)C3=O)CC2)c(F)c1	-5.0	1.6	-0.2	-3.8	/	-1.8	9.6	0.5
Cc1cccc(OCCCC(=O)Nc2ccc(S(=O)(=O)N3CCCC3)cc2)c1	1.2	-4.3	-0.2	1.0	-6.8	/	/	/
COc1ccccc1-n1cnnc1SCC(=O)NC1CCCCC1	3.0	3.9	-1.3	-2.8	0.4	-1.6	5.2	-0.8
Cc1ccc(Cn2c(SCC(C)C)nc3c2c(=O)[nH]c(=O)n3C)cc1	-1.1	/	0.8	-1.4	-7.9	7.0	/	/
CN1C(=S)SC(/[N+]([O-])=C/c2cccnc2)C1(C)C (stereo not given)	1.8	2.2	0.8	-4.7	8.0	/	3.2	/
Cc1cc(-c2onc(C)c2C(=O)N/N=C/c2ccccc2)no1	0.2	-3.2	/	/	/	6.1	6.7	0.7
CNC(=O)C[C@@H]1CC[C@H]2[C@@H](COc3ccc(NC(=O)c4cccs4)cc3C(=O)N2C)O1	3.8	-18.6	2.9	1.1	20.8[16.7 µM]	3.9	-10.4	-1.4
C[C@H](CO)N1C[C@H](C)[C@@H](CN(C)Cc2ccccc2)OCCCC[C@H](C)Oc2ccc(NC(=O)C3CCCCC3)cc2C1=O	-17.1	/	-0.7	-1.6	5.8[16.7 µM]	-12.5	/	2.4
CCNC(=O)C[C@H]1CC[C@H](NC(=O)C2CCOCC2)[C@H](CO)O1	-11.7	/	0.4	1.1	/	12.0	2.2	5.3
COc1ccc(OC)c2[nH]c(=O)c(CCNC(=O)c3ccc4c(c3)OCO4)cc12	1.5	-1.2	1.7	-0.2	-10.6	-2.2	16.7	2.1
CCOC(=O)CN1C(=O)S/C(=C/c2ccc(OCc3ccc(C(=O)O)cc3)cc2)C1=O	-5.6	-2.7	-2.4	1.0	7.3	0.3	-3.8	-0.3
Cc1cc(C)c(OCC(=O)OCC(=O)NCCC2=CCCCC2)c(C)c1	5.8	1.1	-0.1	-0.4	-7.4	3.0	8.4	-0.2
Cc1cccc(NC(=O)C2CCN(C(=O)NCc3ccccc3)CC2)c1C	/	3.0	0.4	0.1	-3.3	-9.6	7.9	0.6
Cc1ccc(Cl)cc1N1CCN(C(=O)C2CCN(S(=O)(=O)c3cccnc3)CC2)CC1	-7.6	/	-6.8	2.0	-8.0	/	-2.8	/
CN(C)Cc1cn(CC[C@H]2CC[C@H](N)[C@@H](CO)O2)nn1	4.8	9.0	-3.4	-4.0	-1.7[16.7 µM]	4.2	-5.7	-0.7
CC(=O)Nc1ccc2c(c1)Cc1ccc(Cl)cc1-2	-5.0	3.1	2.7	1.5	/	-2.3	1.1	4.8
CCN(CC)CCCN(Cc1cc2cc3c(cc2[nH]c1=O)OCO3)C(=S)NC	/	-11.4	1.0	3.1	/	12.1	9.2	1.4
Cc1cccc(C)c1NC(=O)CNC(=O)CNC(=O)c1ccc2ccccc2c1	-8.4	-10.8	0.7	1.2	-5.0	-1.1	3.9	3.1
C[C@H](NC(=O)c1ccccc1)C(=O)N1CCN(Cc2ccc3c(c2)OCO3)CC1	/	-0.1	-1.4	2.4	/	3.3	3.2	-1.8
O=C(Nc1ccccc1C(=O)N1CCCCCC1)c1ccc(Cl)cc1	-4.3	-10.0	/	/	/	2.4	/	2.8
CC(C)CC(NC(=O)C(NC(=O)OC(C)(C)C)C(C)C)C(=O)NC(CCC(=O)OCc1ccccc1)C(N)=O (stereo not given)	-4.3	-0.7	6.1&-5.3	2.8&-6.2	-12.2	/	9.1	/
Cc1noc(C)c1NC(=O)N(C)C[C@@H]1OCCCC[C@H](C)Oc2ccc(NC(=O)NC3CCCCC3)cc2C(=O)N([C@H](C)CO)C[C@@H]1C	4.6	-0.1	-2.8	3.4	13.4[16.7 µM]	10.2	/	0.5
C[C@H](NC(=O)C[C@H]1CC[C@@H]2[C@H](COC[C@H](O)CN2C(=O)Nc2cc(Cl)cc(Cl)c2)O1)c1ccccc1	-0.8	-6.2	-6.4	-6.4	-10.0[16.7 µM]	-2.6	4.6	0.2
COc1ccc(S(=O)(=O)N(C)C[C@@H]2Oc3ccc(NS(=O)(=O)c4ccccc4)cc3C(=O)N([C@@H](C)CO)C[C@H]2C)cc1	5.9	/	-5.0	-0.4	-0.5[16.7 µM]	-4.2	-4.6	-1.0
COc1ccccc1Nc1nc(N)nc(CSC(=S)N2CCOCC2)n1	0.8	-3.6	2.4	1.8	-6.0	7.8	1.6	3.5
CCN1CCN(c2cc(C)c3cc(NC(=S)N4CCN(c5ccc(F)cc5)CC4)ccc3n2)CC1	-2.9	0.7	-2.7	-7.8	6.8	6.7	27.4	-4.3
CC12COC3(C(=O)Nc4ccc([N+](=O)[O-])cc4)CC1CCC32C (stereo not given)	/	0.2	-1.4	-4.3	/	/	/	-2.1
c1ccc(N2CCN(c3ccc4nncn4n3)CC2)nc1	7.3	/	1.2	-0.2	2.7	3.4	4.4	2.4

A second format for some results above:
compound: Cc1cc(-c2onc(C)c2C(=O)N/N=C/c2ccccc2)no1
- PGC1a acetyl inh: 0.2
- FN deposit inh: -3.2
- Cneo AK release: /
- PglD inh: /
- miR-122 sensor: /
- GSIS activator: 6.1
- C2C12 statin: 6.7
- F508del corr: 0.7

compound: CNC(=O)C[C@@H]1CC[C@H]2[C@@H](COc3ccc(NC(=O)c4cccs4)cc3C(=O)N2C)O1
- PGC1a acetyl inh: 3.8
- FN deposit inh: -18.6
- Cneo AK release: 2.9
- PglD inh: 1.1
- miR-122 sensor: 20.8[16.7 µM]
- GSIS activator: 3.9
- C2C12 statin: -10.4
- F508del corr: -1.4

compound: C[C@H](CO)N1C[C@H](C)[C@@H](CN(C)Cc2ccccc2)OCCCC[C@H](C)Oc2ccc(NC(=O)C3CCCCC3)cc2C1=O
- PGC1a acetyl inh: -17.1
- FN deposit inh: /
- Cneo AK release: -0.7
- PglD inh: -1.6
- miR-122 sensor: 5.8[16.7 µM]
- GSIS activator: -12.5
- C2C12 statin: /
- F508del corr: 2.4

(listing goes on)
Compound	PGC1a acetyl inh	FN deposit inh	Cneo AK release	PglD inh	miR-122 sensor	GSIS activator	C2C12 statin	F508del corr
COC(=O)c1sccc1Oc1c(Cl)cccc1[N+](=O)[O-]	5.9	-4.1	/	/	-1.1	1.5	/	3.5
Cc1ccc(NS(=O)(=O)c2cc([N+](=O)[O-])ccc2NNC(=S)Nc2cc(C)ccc2C)c(C)c1	/	-17.3	-6.9	6.8	23.1	-21.4	-122.3	/
CCN(CC)c1ccc(C2C(C(=O)OC)=C(C)NC(C)=C2C(=O)OC)cc1	-2.6	/	2.1	0.7	-3.3	/	-3.0	/
COc1cc(C(=O)NNC(=O)Cc2cccs2)cc(OC)c1OC	1.2	2.1	-0.5	3.6	6.3	0.6	-1.3	2.8
CC(C)NC(=O)N(C)C[C@H]1Oc2ncc(-c3cncnc3)cc2C(=O)N([C@@H](C)CO)C[C@H]1C	0.8	-1.2	7.4	0.3	/	11.2	1.8	-4.4
COc1ccc(NC(=O)Nc2cccc3c2O[C@H](CN(C)Cc2ccccc2)[C@@H](C)CN([C@H](C)CO)C3=O)cc1	-12.4	/	-2.2	2.9	31.2[16.7 µM]	-9.3	15.0	-0.5
CC(C)NC(=O)Nc1ccc2c(c1)C(=O)N([C@H](C)CO)C[C@@H](C)[C@@H](CN(C)S(=O)(=O)c1cccs1)OCCCC[C@@H](C)O2	-2.8	-3.8	4.8	-0.4	4.6[16.7 µM]	-28.4	/	-1.6
CCc1nc(SCC(=O)N2CCOCC2)c2c(=O)n(C)c(=O)n(C)c2n1	/	6.9	-4.9	2.0	/	19.6	-0.5	1.0
CC(C)CCOc1ccc(C(=O)N2CCCC2C(=O)O)cc1 (stereo not given)	5.0	-0.9	/	/	/	-7.2	/	-1.3
CCOc1ccc(CN2CCN(CC(O)Cn3c4ccccc4c4ccccc43)CC2)cc1 (stereo not given)	/	6.5	-2.3	0.0	-13.9	-4.2	/	/
COc1ccc(OC)c(NC(=O)CCN2C(=O)c3cccc([N+](=O)[O-])c3C2=O)c1	-5.5	13.8	-1.5	-1.7	-2.2	/	2.9	-2.7
O=C1NN=COc2ccccc21	8.5	1.1	/	/	6.3	12.1	/	0.8
CC1(C(=O)Nc2ccc3c(c2)OCCO3)CCN1C(=O)c1ccco1 (stereo not given)	0.6	11.2	-3.6	-0.8	-3.7	12.3	1.2	-1.5
O=C(CCC(=O)N(Cc1ccco1)C(C(=O)NC1CCCC1)c1ccncc1)Nc1cccnc1 (stereo not given)	-6.6	1.2	0.8	-0.3	0.5	/	-5.7	/
COc1cccc(CNC(=O)CN(C)S(=O)(=O)c2ccc3c(c2)n(C)c(=O)c(=O)n3C)c1	5.6	1.9	4.9	-3.8	/	9.1	33.4	-2.5
O=C(OC(C(=O)NCc1ccco1)c1ccc(Cl)cc1)c1cccs1 (stereo not given)	5.4	-13.8	16.7	-1.5	22.2	-27.1	5.5	0.0
CN(C(=O)Cn1cc([N+](=O)[O-])ccc1=O)C1CCCCC1	4.5	5.9	-3.6	-0.4	-0.5	3.4	3.2	1.8
Cc1nn(C)c(Cl)c1CN1CCCC(C(=O)Nc2cccc(-n3cccn3)c2)C1 (stereo not given)	/	3.7	5.7	-5.1	/	10.0	-9.8	2.0
